Source: PubChem (several laboratories)
HTR5A inv ctr = inverse agonist of human HTR5A in OPRM1-OPRD1 counter-screen | inhibition, % at 9.3 µM | hit rate 0.083% among 340,000 | AID 504634 | HTR5A cell line, luminescence, inverse agonism; in the data active = inhibition mostly above about 23%, no sharp cut-off; inactive = mostly below about 18%;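 also: 0% = cells with DMSO and 100% = no-cell wells with DMSO; some compounds called inactive have numbers as strong as hits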
Arr AP2 block = blocks beta-arrestin peptide binding to AP2 adaptin; inhibition, % at 10 µM; hit rate 0.31% among 340,000; AID 504490; FITC-arrestin peptide / GST-AP2 beads, flow cytometry; AP2 beta2 appendage carries R879A mutation;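 active = inhibition above a set limit, near 3 SD of compounds lacking own fluorescence, cut at about 54% in these data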;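 also: plate controls were DMSO wells for no effect and 5 µM unlabelled arrestin peptide for full effect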
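Material – GST-tagged AP2 beta2-adaptin appendage (R879A) on 4 µm glutathione beads · Probe or stimulus – fluorescein-tagged arrestin peptide at 50 nM final · Timing – 12 min plus 1 h, RT · Detection – bead flow cytometry, FITC channel · Read-out basis – inhibition as reduced fluorescein signal on beads, percent · Medium – PBS plus Tween 20 (0.05%) and BSA (0.1%)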
PKA-R2B activ = PKA-R2B complex activation; activation, % at 11.4 µM; AID 504700; PKA-R2B holoenzyme dissociation, Cy5-IP20 fluorescence polarization; R2B truncated from residue 108, S112A mutant; 0% DMSO only, 100% 113 µM cGMP; hit rate 0.079% among 340,000;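 active = activation above a cutoff set at the mean over all compounds plus 3 SD, cut at about 18% in these data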;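 also: higher means more holoenzyme dissociation and a rise in polarization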
Target sequence (P31323 whole entry, looked up, other chains not shown, the tested form may be a part): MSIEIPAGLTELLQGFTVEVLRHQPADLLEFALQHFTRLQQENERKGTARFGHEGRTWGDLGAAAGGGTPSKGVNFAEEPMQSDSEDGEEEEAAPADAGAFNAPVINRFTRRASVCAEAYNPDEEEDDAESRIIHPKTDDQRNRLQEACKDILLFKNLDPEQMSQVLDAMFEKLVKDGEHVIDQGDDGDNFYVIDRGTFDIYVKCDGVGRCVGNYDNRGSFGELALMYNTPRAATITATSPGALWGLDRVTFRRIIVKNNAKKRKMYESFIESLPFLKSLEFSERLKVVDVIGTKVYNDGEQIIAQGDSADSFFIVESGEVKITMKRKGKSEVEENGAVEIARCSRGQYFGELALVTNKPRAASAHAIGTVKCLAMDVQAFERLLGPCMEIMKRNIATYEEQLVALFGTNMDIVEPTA
DAGLB inh = diacylglycerol lipase beta (human) inhibition | hit rate 0.059% among 340,000 | HEK293T DAGLB membrane lysate, EnzChek fluorogenic substrate | Q8NCG7 | inhibition, % at 5.17 µM; in the data active = inhibition above about 34%;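 also: 0% = enzyme with vehicle and 100% = wells lacking enzyme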
Target sequence (Q8NCG7 whole entry, looked up): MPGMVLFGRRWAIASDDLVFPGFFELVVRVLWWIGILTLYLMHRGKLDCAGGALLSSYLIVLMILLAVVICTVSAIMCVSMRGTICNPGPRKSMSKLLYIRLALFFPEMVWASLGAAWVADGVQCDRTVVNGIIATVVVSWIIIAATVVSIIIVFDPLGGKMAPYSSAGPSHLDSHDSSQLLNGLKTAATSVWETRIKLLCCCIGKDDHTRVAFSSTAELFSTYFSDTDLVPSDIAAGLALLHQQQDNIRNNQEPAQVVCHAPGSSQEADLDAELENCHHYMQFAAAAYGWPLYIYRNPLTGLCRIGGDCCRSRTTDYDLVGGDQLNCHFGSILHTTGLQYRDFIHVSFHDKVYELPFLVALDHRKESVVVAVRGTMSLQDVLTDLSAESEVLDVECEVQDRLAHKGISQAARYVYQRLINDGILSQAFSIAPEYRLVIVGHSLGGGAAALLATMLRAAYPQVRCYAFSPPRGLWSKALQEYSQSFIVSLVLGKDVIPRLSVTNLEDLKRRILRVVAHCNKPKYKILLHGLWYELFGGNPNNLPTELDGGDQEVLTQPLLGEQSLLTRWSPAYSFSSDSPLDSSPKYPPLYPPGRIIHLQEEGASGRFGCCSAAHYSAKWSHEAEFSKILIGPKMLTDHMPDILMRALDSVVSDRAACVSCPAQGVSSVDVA
HTR5A ag = counter-screen for OPRM1-OPRD1 agonists: human HTR5A agonism; P47898; HTR5A agonist assay, luminescence, cell-based; activation, % at 9.3 µM; hit rate 0.61% among 340,000; in the data active = activation mostly above about 9.5%, no sharp cut-off; inactive = mostly below about 7.6%;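 also: 0% = cells with vehicle only and 100% = reference agonist; strong numbers were not always called active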
MOR-DOR ag = agonists of human mu-delta opioid receptor heterodimerization | hit rate 0.3% among 340,000 | activation, % at 9.3 µM | cells, OPRM1-OPRD1 heterodimerization, luminescence; in the data active = activation above about 18%;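 also: 0% = vehicle-treated cells and 100% = reference agonist; values of inactives mirror those of a sister screen read the other way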
Pemphigus Ab inh = human desmoglein-3 autoantibody binding inhibition; P32926; DSG3-coupled beads, scFv-anti-DSG3-GFP binding, flow cytometry; stronger effect = lower value; binding (percent of control), % at 10 µM; hit rate 0.48% among 310,000;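 active = binding more than 3 SD below its plate's average and above zero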;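 also: hits lower antibody fragment binding to DSG3; some compounds called inactive have numbers as strong as hits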
PKA-R1A activ = PKA-R1A complex activation | PKA-R1A dissociation, Cy5-IP20 fluorescence polarization; scaled: DMSO 0%, 113 µM cGMP 100% | hit rate 0.083% among 340,000 | P00514+P68181 | activation, % at 11.4 µM;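 active = percent activation above the mean of all tested compounds plus 3 SD, cut at about 19% in these data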;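 also: higher means more PKAc released from R1A so a rise in polarization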
V-ATPase pHluor = alters yeast V-ATPase proton transport | S. cerevisiae, pHLuorin cytosolic pH fluorescence | response, % at 10 µM | hit rate 0.37% among 350,000 | AID 504577; in the data active = response mostly above about 7.3%, no sharp cut-off; inactive = mostly below about 5.4%; also: actives read high; inactives centre near 0; some compounds called inactive have numbers as strong as hits; reference of the scale not given here
OPRM1-OPRD1 inv = inverse agonists of human mu-delta opioid receptor heterodimerization. cell-based MOR-DOR heterodimer luminescence, inverse agonism. inhibition, % at 9.3 µM. hit rate 0.21% among 340,000; in the data active = inhibition above about 22%, passing the limit was not always enough;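 also: 0% = cells with DMSO and 100% = wells without cells with DMSO; values of inactives mirror those of a sister screen read the other way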
Starred values were filed as active, the others as inactive; nt = no result given. Rows were taken by chance. About 2.4% of those tested had a hit in this group.

SMILES	HTR5A inv ctr	Arr AP2 block	PKA-R2B activ	DAGLB inh	HTR5A ag	MOR-DOR ag	Pemphigus Ab inh	PKA-R1A activ	V-ATPase pHluor	OPRM1-OPRD1 inv
Cc1ccc(S(=O)(=O)N2CCN(C(=O)c3ccc(N4CCCC4)c([N+](=O)[O-])c3)CC2)cc1	-32.4	3.8	-2.1	2.9	13.4	-3.6	100.1	-24.4	-0.1	18.5
O=c1[nH]c(=O)n(Cc2ccco2)c2c1C(C(F)(F)F)(C(F)(F)F)N=C(CCc1ccccc1)N2	2.7	-2.7	2.0	1.3	0.9	0.3	102.3	-5.4	-5.7	-1.8
CC(C)O/N=C1\C(=O)N(c2ccccc2)c2ccccc21	4.5	-7.5	5.9	-4.2	1.1	0.2	103.6	1.0	1.4	-0.8
NNc1nc(Nc2ccccc2)nc(N2CCCCC2)n1	34.5*	12.3	-7.4	-5.9	-9.4	3.6	99.2	-13.1	-1.0	-20.9
CCC(C)(C)c1ccc(OCCCC[n+]2cccc(C)c2)c(C(C)(C)CC)c1	6.5	14.7	-7.3	1.6	8.0	-3.2	92.9	-0.9	1.7	16.0
Cc1ccc(C)c(NC(=O)CN(C)C(=O)CC2OC(=O)c3ccccc32)c1 (stereo unspecified)	8.3	24.0	0.3	2.0	-2.1	-1.1	88.7	-9.3	-2.0	5.3
O=C(c1cc(F)ccc1F)C1CCCN(C(=O)c2ccco2)C1 (stereo unspecified)	-3.0	9.5	5.8	1.3	2.6	-0.3	83.4	-3.8	-2.2	1.9
CCN(CC)C(=O)Cn1cc(C(=O)C(=O)NCCc2ccccc2)c2ccccc21	3.0	-4.6	-7.8	-7.3	-0.8	-1.4	nt	-5.5	0.6	7.5
Cc1nn(C(=O)c2cccc([N+](=O)[O-])c2)c(C)c1Br	11.2	-1.5	-0.5	0.6	-3.1	-1.5	117.2	-2.9	1.1	7.2
CC(=O)NCCOc1nc(N2CCCCC2)nc(N2CCCCC2)n1	18.1	-17.3	-3.6	1.1	-4.7	-2.4	74.0	-13.9	-3.8	11.1
Cc1ccc(CCNS(=O)(=O)c2ccc3c(c2)C(C)(C)C(=O)N3C)cc1	-12.3	17.3	12.2	-1.2	4.1	0.5	104.2	-14.0	25.0*	-2.9
COc1ccc(NC(=O)c2ccc3c(c2)S(=O)(=O)N=C2CCCCCN23)cc1S(N)(=O)=O	7.0	-3.2	0.0	-0.4	-4.7	-2.1	99.8	15.4	4.3	8.4
COc1ccc(C(=O)NCCNC(=O)c2ccccn2)cc1	-4.8	-8.9	-8.0	3.2	1.7	0.0	96.6	-10.9	1.3	0.2
Cc1ccc(S(=O)(=O)NC2CC(C)(C)NC(C)(C)C2)c(C)c1C	-0.7	31.0	-2.7	-1.9	0.3	-2.0	109.2	-10.9	8.7	10.5
Cc1nn(-c2ccccc2)c(C)c1NC(=O)COC(=O)CC(C)c1ccccc1 (stereo unspecified)	-2.0	-3.9	-22.9	1.2	0.7	-2.4	104.4	-13.9	2.7	12.5
CSc1ncccc1C(=O)OCC(=O)C(C)(C)C	-46.9	11.3	-4.6	-1.6	6.2	-1.3	97.8	-8.5	2.2	6.3
O=C1c2ccccc2CC1Sc1nnc(-c2ccccn2)o1 (stereo unspecified)	-7.0	-3.7	6.6	-1.0	3.8	0.8	103.2	-3.1	1.5	-4.0
COc1ccccc1Oc1cc(-n2nc(C)cc2C)ncn1	11.8	-6.4	8.6	-5.2	0.3	4.1	117.8	0.4	0.8	-21.7
Cc1cc(C)cc(NC(=O)C2CCC(CNC(=O)[C@@H]3Cc4ccccc4CN3)CC2)c1 (stereo partly specified)	-15.3	-0.4	-2.1	1.4	-5.2	-1.9	107.4	-9.1	6.5	10.1
CSCC[C@H](NC(=O)[C@H](Cc1ccccc1)n1c(=O)[nH]c2ccccc2c1=O)C(=O)NCC1CCC(C(=O)O)CC1 (stereo partly specified)	-10.7	10.9	2.4	1.4	0.5	-1.8	101.8	1.1	6.9	9.3
O=C(CC1C(=O)NCCN1C(=O)Nc1ccc(F)cc1)Nc1ccc(F)cc1 (stereo unspecified)	-0.2	5.6	-1.3	1.1	0.1	-0.9	nt	8.9	1.2	4.4
O=C(NNC(=S)Nc1ccccc1)c1cccc(Br)c1	-45.5	12.6	-12.4	0.1	17.6*	-4.3	106.5	-0.7	-1.4	24.3
CC1CCCN(c2nc(NCc3ccco3)nc(N)c2[N+](=O)[O-])C1 (stereo unspecified)	-16.7	-14.3	-10.6	-1.7	4.9	5.0	99.9	-8.9	-1.3	-28.2
Cc1nnc(NC(=O)CCC(=O)NC2CCCCCCC2)s1	-2.0	2.7	-1.4	-1.2	5.4	-2.3	101.1	-8.9	-2.7	11.5
O=C(Cc1ccc(S(=O)(=O)N2CCOCC2)s1)Oc1ccc(F)cc1	-6.1	-3.1	1.0	2.5	3.0	-2.1	107.7	-15.9	-2.6	10.4
CCOC(=O)C(C)n1cnc2c(nnn2-c2cccc(Cl)c2)c1=O (stereo unspecified)	-7.3	-0.3	1.6	1.6	0.3	-1.4	nt	-7.0	-0.3	8.3
Cc1ccc(NC(=O)c2cccc(C(F)(F)F)c2)cc1NC(=O)c1[nH]cnc1C(N)=O	-27.0	9.3	-3.6	1.6	10.0	15.1	101.2	8.8	0.7	-88.1
Cc1ccccc1-n1c(SC(C)C(=O)NCC2CCCO2)nnc1-c1ccncc1 (stereo unspecified)	13.5	5.1	-12.5	1.2	-5.0	-1.9	34.4	-6.8	9.6	10.1
OC[C@H]1O[C@@H](Oc2ccc3cc(Br)ccc3c2)[C@H](O)[C@@H](O)[C@H]1O	-1.7	-7.0	-5.3	0.2	0.7	3.3	101.4	-3.4	-0.8	-13.0
CCN(c1ccc(NS(=O)(=O)c2cc(Cl)ccc2Cl)cc1)C(C)C	-26.2	-0.4	-2.5	-1.3	2.7	5.9	104.2	-6.6	5.3	-30.7

Single records, as listed above. Order of screens: HTR5A inv ctr	Arr AP2 block	PKA-R2B activ	DAGLB inh	HTR5A ag	MOR-DOR ag	Pemphigus Ab inh	PKA-R1A activ	V-ATPase pHluor	OPRM1-OPRD1 inv
`COc1ccc(NC(=O)c2ccc3c(c2)S(=O)(=O)N=C2CCCCCN23)cc1S(N)(=O)=O` is listed as 7.0	-3.2	0.0	-0.4	-4.7	-2.1	99.8	15.4	4.3	8.4
`Cc1ccc(NC(=O)c2cccc(C(F)(F)F)c2)cc1NC(=O)c1[nH]cnc1C(N)=O` is listed as -27.0	9.3	-3.6	1.6	10.0	15.1	101.2	8.8	0.7	-88.1
`Cc1nnc(NC(=O)CCC(=O)NC2CCCCCCC2)s1` is listed as -2.0	2.7	-1.4	-1.2	5.4	-2.3	101.1	-8.9	-2.7	11.5

Further structures.
SMILES	HTR5A inv ctr	Arr AP2 block	PKA-R2B activ	DAGLB inh	HTR5A ag	MOR-DOR ag	Pemphigus Ab inh	PKA-R1A activ	V-ATPase pHluor	OPRM1-OPRD1 inv
Cc1ccc(C(=O)NCc2cccc(C(F)(F)F)c2)cc1S(=O)(=O)N1CCCCC1	9.0	12.8	-3.2	-2.2	-3.7	0.5	103.9	0.4	-0.2	-2.5
COC(=O)C[N+](C)(C)CC#Cc1ccccc1	8.4	nt	-2.9	2.0	-2.3	-0.9	107.4	-5.7	2.3	4.6
c1ccc(CN2CCN(C(c3ccccc3)c3ccccc3)CC2)cc1	-14.8	-5.3	8.2	-8.3	-2.6	26.2*	99.1	1.2	-5.6	-130.7
CCN(CC)S(=O)(=O)c1ccc(-c2nnc(SCC(=O)Nc3nc(C)cs3)o2)cc1	-29.2	-12.9	1.5	1.3	-0.7	0.4	90.2	-3.5	-4.2	-2.4
COCCn1c(SCC(=O)Nc2cc(C)on2)nnc1-c1c[nH]c2ccccc12	-51.3	-2.5	-8.2	1.3	-1.3	-0.9	97.1	-12.8	6.3	5.2
CCOCC(O)CS(=O)(=O)c1ccccn1 (stereo unspecified)	-19.6	-1.3	4.4	1.8	1.7	-0.7	113.3	-5.7	-1.1	3.7
Cc1nnc(SCC(=O)NC2CC2)n1CCc1ccccc1	22.7	2.3	-1.9	2.2	0.9	1.4	89.8	4.1	-0.6	-8.0
CCOc1cc(/C=N/N=C(N)N)ccc1OCc1ccc(Cl)cc1	-17.0	6.3	-4.6	5.2	2.4	7.2	138.0	-9.1	-0.5	-38.7
CC(C)COC(=O)Cn1cnc2ccc(Br)cc2c1=O	-17.9	-17.9	-9.2	-5.5	0.4	0.9	83.2	-7.0	-1.4	-5.2
Cc1ccc2nc(N3CC(C)OC(C)C3)nc(-c3ccccc3)c2c1 (stereo unspecified)	-4.0	0.6	-11.3	-0.2	0.2	1.5	95.9	-3.2	5.3	-7.7
CC(C)(C)c1ccc(/C=N/NC(=S)NCc2ccccc2)cc1	4.6	11.7	11.0	-7.2	-1.7	6.0	99.5	-6.5	5.0	-35.9
CC(C)c1nnc(NC(=O)CCC(=O)Nc2ccc(Cl)cc2)s1	2.5	20.5	-3.6	3.2	1.7	-2.2	86.7	5.0	-1.1	10.9
COc1ccc(NS(=O)(=O)c2ccc(NC(=O)c3ccc(N(C)S(C)(=O)=O)cc3)cc2)c(OC)c1	-0.5	-5.8	4.0	-0.9	-0.5	-1.4	107.0	-0.6	2.8	7.3
O=C(COC(=O)Cc1c(Cl)cccc1Cl)Nc1ccccc1-c1ccccc1	6.4	13.3	-3.4	-18.0	-1.1	4.5	129.4	4.7	0.0	-25.0
c1ccc(-c2nnc3n2CCCC3)cc1	-12.7	-2.3	-4.3	-1.3	5.3	-2.6	102.2	3.1	1.2	12.3
O=C(COc1ccccc1Cl)N1CCN(C(=O)c2ccco2)CC1	-3.0	7.9	6.5	4.5	3.4	-2.5	106.1	-11.5	-2.2	12.9
COc1cc([N+](=O)[O-])ccc1NC(=O)NCc1ccccn1	-9.4	-9.2	-6.0	1.5	3.9	-3.0	102.0	-6.9	-0.6	15.6
COc1ccc(CCNc2ccc(N3C(=O)CC(C)C3=O)cc2[N+](=O)[O-])cc1OC (stereo unspecified)	-1.1	29.4	-3.8	6.3	3.5	0.5	86.7	-1.9	-7.1	-2.3
O=C(NCc1nc2ccccc2[nH]1)C1=C[C@H](c2ccccc2)C[C@H](OCc2ccc(CO)cc2)O1	15.0	6.6	-9.7	-4.8	-5.9	0.2	96.0	-4.5	2.0	-1.3
CCN(C[C@H]1N[C@@](Cc2ccccc2)(C(=O)OC)[C@H]2C(=O)N(Cc3ccccc3)C(=O)[C@@H]12)C(=O)Nc1ccc(C(F)(F)F)cc1	0.6	-8.0	-0.4	-1.3	-0.2	9.6	100.5	-9.6	-1.6	-45.0
CC1CCCN(C(=O)Cn2nnc(-c3ccc(F)cc3)n2)C1 (stereo unspecified)	-2.7	-0.8	-1.7	-0.6	8.3	3.1	130.2	-2.1	-1.7	-25.7
Cc1occc(=O)c1OC(=O)Nc1ccc(Cl)c(Cl)c1	9.7	3.2	-6.4	-2.0	5.4	1.5	108.4	-1.2	-1.6	-7.7
